# Assay outcomes (PubChem)
# M1 PAM parental – nonselective calcium activators in parental CHO-K1 cells, primary screen, counter-screen for M1 PAM project, cell-based, Fluo-8 calcium fluorescence, full deck, 1536-well | AID 602247, 2012 | 360,000 tested, 0.02% active | ATP EC20; 0% at ATP EC20, 100% at ATP max | activation, % at 3 µM;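 active = activation above the run cutoff, the mean activation of all test compounds plus 3 SD, cut at about 40% in these data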;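 also: peak over basal fluorescence ratio in a 140 s read after ATP addition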
# CHO-K1 Ca antag – counter-screen for M1 antagonists: effect in parental CHO-K1 cells; inhibition, % at 3 µM; ATP-induced calcium, Fluo-8 fluorescence; 360,000 tested, 0.6% active; AID 602250;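 active = inhibition above a per-plate cutoff, the plate's mean sample inhibition plus 3 SD, cut at about 24% in these data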;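 also: 0% = DMSO plus EC80 ATP and 100% = DMSO alone without ATP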
# OXTR potentiator – human OXTR potentiators, primary screen, fluorescence, CHO-OTR cells, Fluo-8 calcium. Oxytocin receptor (Homo sapiens), P30559. Fluo-8 calcium fluorescence, potentiator mode; 0% = oxytocin EC15, 100% = EC100. activation, % at 3 µM. 320,000 tested, 0.061% active. AID 2445, 2010;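 active = activation above that plate's cutoff, the mean activation of tested compounds plus 3 SD, cut at about 6.6% in these data, passing the limit was not always enough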;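 also: 100% uses oxytocin at 75 nM as the full agonist control; some results filed as inactive read as strong as hits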
# Target sequence (P30559 whole entry, looked up): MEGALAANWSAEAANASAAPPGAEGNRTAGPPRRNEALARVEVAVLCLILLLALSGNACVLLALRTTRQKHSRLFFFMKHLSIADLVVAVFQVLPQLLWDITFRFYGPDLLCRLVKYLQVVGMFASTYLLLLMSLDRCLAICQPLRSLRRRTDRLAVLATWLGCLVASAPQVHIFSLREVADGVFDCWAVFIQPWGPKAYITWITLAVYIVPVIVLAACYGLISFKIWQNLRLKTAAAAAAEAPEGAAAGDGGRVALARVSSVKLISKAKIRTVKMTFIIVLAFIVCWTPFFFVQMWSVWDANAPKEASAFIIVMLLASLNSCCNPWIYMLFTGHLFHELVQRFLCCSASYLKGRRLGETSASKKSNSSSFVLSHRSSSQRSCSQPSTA
#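 Replication – single well per compound, singlicate · Assay system – CHO cell line stably expressing human OTR · Timing – 6 min pre-incubation, 100 s read · Measure – normalized max/min fluorescence ratio, % activation · Doses – 3.0 µM, one dose · Detection – Fluo-8 calcium dye fluorescence · Probe or stimulus – oxytocin near EC15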
# TAAR1 antag – human TAAR1 antagonists, primary screen, Fluo-8 calcium fluorescence, CHO RD-HGA16 cells | 360,000 tested, 1.5% active | antagonist | inhibition, % at 3 µM;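 active = inhibition above a per-plate cutoff, the mean inhibition of test compounds on that plate plus 3 SD, cut at about 49% in these data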;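 also: 0% = DMSO plus EC80 beta-PEA response and 100% = DMSO alone without agonist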
#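 Test system: hTAAR1-expressing CHO RD-HGA16 cells, Gα16-coupled; Probe or stimulus: EC80 β-phenethylamine stimulus; Compound dosing: single nominal final test compound concentration of 3 µM; Timing: 140 s kinetic read after compound, 140 s after agonist; Signal: Fluo-8 calcium-sensitive fluorescence; Measure: % inhibition of agonist calcium response; Controls: DMSO and EC80 PEA controls.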
# CHRM1 agonist – human M1 muscarinic receptor agonists, primary screen, Fluo-8 calcium fluorescence, CHO-K1 cells, HTS. Muscarinic acetylcholine receptor M1 (Homo sapiens), P11229. CHO-K1 hM1, agonist mode; 0% DMSO, 100% acetylcholine EC100. activation, % at 3 µM. 360,000 tested, 0.33% active. AID 588814, 2011;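 active = activation above the run's mean compound activation plus 3 SD, cut at about 16% in these data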;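 also: peak over basal fluorescence ratio within a 140 s kinetic read after compound addition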
# Target sequence (P11229 whole entry, looked up): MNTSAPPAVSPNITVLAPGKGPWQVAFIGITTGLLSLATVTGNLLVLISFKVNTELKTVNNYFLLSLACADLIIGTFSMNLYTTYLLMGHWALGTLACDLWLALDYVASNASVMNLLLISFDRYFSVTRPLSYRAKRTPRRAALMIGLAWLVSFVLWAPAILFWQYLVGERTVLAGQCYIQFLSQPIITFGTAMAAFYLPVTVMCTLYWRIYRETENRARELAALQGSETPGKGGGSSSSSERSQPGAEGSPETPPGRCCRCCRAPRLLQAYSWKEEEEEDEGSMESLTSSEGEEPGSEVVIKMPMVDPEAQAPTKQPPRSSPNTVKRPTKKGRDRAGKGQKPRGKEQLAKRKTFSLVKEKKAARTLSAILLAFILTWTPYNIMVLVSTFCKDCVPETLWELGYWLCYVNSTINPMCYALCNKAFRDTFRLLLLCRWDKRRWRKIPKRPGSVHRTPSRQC
# CHO parental Ca – ATP-evoked calcium signal inhibitors, parental CHO, primary screen, counter-screen for OX1R antagonist project, cell-based, fluorescence, Fluo-8 calcium dye | parental CHO-K1, ATP-induced calcium, Fluo-8 fluorescence | inhibition, % at 5.6 µM | 330,000 tested, 0.63% active;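 active = inhibition above that plate's mean sample inhibition plus 3 SD, cut at about 26% in these data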;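 also: 0% = ATP-challenged DMSO wells and 100% = DMSO wells without ATP; some compounds past the cut are filed as inactive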
#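 Assay system – parental CHO cells · Reagent – ATP stimulus · Detection – intracellular calcium via Fluo-8 no-wash fluorescent dye · Evaluation – percent inhibition of ATP-evoked calcium rise, normalized to controls · Controls – ATP wells versus no-ATP DMSO wells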
# TAAR1 ag – human TAAR1 agonists, primary screen, Fluo-8 calcium fluorescence, CHO RD-HGA16 cells; Trace amine-associated receptor 1 (Homo sapiens), Q96RJ0; vehicle wells 0%, saturating PEA agonist 100%; activation, % at 3 µM; 360,000 tested, 0.99% active; AID 624467, 2012;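 active = activation above the mean activation of all test compounds in the run plus 3 SD, cut at about 38% in these data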
#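 Assay system – CHO-derived RD-HGA16 cells with stable Gα16 and human TAAR1 · Compound dosing – one-point dosing at 3 µM (nominal) · Incubation – 17-24 h seeding, 75 min 37 °C dye, 30 min RT · Measured by – kinetic Fluo-8 calcium fluorescence · Control set – DMSO vehicle as 0%, PEA at EC100 as 100% · Repeats – single well for each compound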
# V1aR counter – agonists of human V1a receptor, primary screen, counter-screen for OXTR agonist project, fluorescence, CHO-V1R cells; Vasopressin V1a receptor (Homo sapiens), P37288; Fluo-8 calcium fluorescence, agonist mode; 0% DMSO, 100% 3 nM vasopressin; activation, % at 3 µM; 320,000 tested, 0.25% active; AID 2797, 2010;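 active = activation above the mean activation of all tested compounds plus 3 SD, per screening run, cut at about 20% in these data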;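 also: signal is peak over basal fluorescence ratio across a 100 second FLIPR read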
# M1 ag parental – counter-screen for M1 agonists: effect in parental CHO-K1 cells; Fluo-8 calcium fluorescence; scaled to maximal ATP response, vehicle zero; activation, % at 3 µM; 360,000 tested, 0.48% active; AID 602248, 2012; in the data active = activation above about 15%;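 also: untransfected CHO-K1 host cells lacking M1 receptor as counterscreen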
# * = called active by the depositor; . = no result given.
# Screens in order: M1 PAM parental, CHO-K1 Ca antag, OXTR potentiator, TAAR1 antag, CHRM1 agonist, CHO parental Ca, TAAR1 ag, V1aR counter, M1 ag parental
> CCNC(=O)COC(=O)/C=C/c1c(C)nn(Cc2cccc(OC)c2)c1Cl
  7, -16, -4, -12, -4, 9, 3, 2.9, 6.9
> Cc1ccc(S(=O)(=O)N2CCN(C(=S)NCC3CCCO3)CC2)cc1 (configuration not stated)
  -16, 0, -4, 10, -1, -4, 1, 0.8, 1.0
> Cc1ccc(OCc2cc(C(=O)N3CCc4sccc4C3)no2)cc1C
  12, -8, ., 16, -2, ., 1, ., 0.8
> CC(C)Cn1c(SCC(=O)Nc2ccc(Cl)cc2F)nc(O)cc1=O
  5, 1, 5, -23, 1, -18, 1, 0.6, 0.3
> CN(CC(=O)N1CCCC1)S(=O)(=O)c1ccc(Cl)cc1
  12, 6, 0, 2, -3, 1, 12, -0.4, 0.2
> O=C1CN(CC(=O)Nc2ccc(Cl)cc2)CCN1
  13, -1, 0, -5, -2, -6, 19, 0.7, 0.2
> COC(CNS(=O)(=O)c1ccc(S(=O)(=O)N2CCCC2)cc1)OC
  5, -12, -6, -25, -5, -8, 1, -0.2, 0.2
> COC(=O)C1=C(C)n2nnnc2NC1c1cc2ccccc2o1 (configuration not stated)
  19, -18, 0, 14, -7, -14, 3, -0.5, 0.5
> CN1c2ccsc2C(O)=C(C(=O)Nc2ccccc2)S1(=O)=O
  -6, 1, -11, 15, -2, 4, 11, -0.6, 0.4
> Cc1cc2cc(C(c3nnnn3Cc3ccco3)N3CCc4ccccc4C3)c(=O)[nH]c2cc1C (configuration not stated)
  1, -9, -15, -19, -3, -18, 19, -0.4, 0.6
> CCn1ncc(CN2CCCC(C(=O)Nc3cccc(-c4cc5ccccc5[nH]4)c3)C2)c1C (configuration not stated)
  -14, 7, 0, 21, -2, -9, 41*, 7.4, 1.3
> O=C(C1CCN(Cc2ccccc2O)CC1)N1CCN(Cc2ccc3c(c2)OCO3)CC1
  -2, 2, -1, -9, -6, -6, 5, 2.2, 1.3
> COc1ccc(-n2c(=O)cc(N3CCN(c4ccccc4)CC3)[nH]c2=O)cc1
  6, -29, -7, -7, -2, -9, 2, 0.0, 0.1
> O=C(CN1C(=O)C2CC=CCC2C1=O)Nc1nnc(C2CC2)s1 (configuration not stated)
  -6, -15, 2, -21, -8, -11, -2, 0.0, -0.2
> Cc1nc2ccc(NC(=O)c3ccc(S(=O)(=O)N4CCOCC4)cc3)cc2s1
  -8, 11, -13, -12, -2, -11, 12, 5.2, 0.1
> CN(C)C(=S)NC(C)(C)C
  2, -2, -12, -24, -2, -11, 0, -0.5, 0.3
> COc1ccc(C(C(=O)NC2CCCC2)N(C(=O)c2ccco2)c2cccc(C(C)=O)c2)cc1OC (configuration not stated)
  2, -8, -1, 3, 2, -12, -3, -0.2, 0.6
> CCOC(=O)/C(N=Nc1ccc2c(c1)OCO2)=C(\C)O
  14, -3, -12, -1, -2, -18, 6, -1.2, 0.1
> CCCc1nnc(NC(=O)CCC(=O)N2CCN(Cc3ccc(OC)c(F)c3)CC2)s1
  -8, -15, -12, -4, -4, -21, 2, 6.5, 3.1
> FC(F)(F)c1nc2ccccc2c2nc3ccccc3n12
  2, -15, -4, -8, -8, -11, 3, -0.1, 1.2
> O=C(NCC(F)(F)F)N1CCOCC1
  -9, 21, 1, -12, -1, -10, 8, 1.5, -0.3
> CC/C(=N\NC(=O)c1ccc(Br)cc1)c1ccccc1
  18, -5, -14, -16, -6, -10, 2, -0.9, 0.6
> NS(=O)(=O)c1ccc(CCNC(=O)c2cc(-c3ccc(Br)cc3)nc3ccccc23)cc1
  -4, 11, -9, 40, -3, -4, 6, 1.4, 2.7
> Cc1ccc(/C=N/N2CCCCC2)o1
  -9, 8, -10, -2, 15, 7, 2, -1.0, -0.1
> CCOC(=O)c1ccc(Oc2nc(NC)nc(SC)n2)cc1
  11, -13, -4, 2, 1, -19, 1, -0.3, -0.1
> COc1ccc(-c2noc(CN(C(=O)c3ccc(OC(C)=O)cc3)C(C)C)n2)cc1OC
  11, -5, -9, -10, -2, -10, 4, 1.7, 0.7
> CC1=C(C(N)=O)C(c2ccco2)C(C(N)=O)=C(C)N1
  16, -18, 3, -2, -1, 5, 3, 0.3, 0.9
> O=C(NCCN1CCOCC1)c1ccccc1N1C(=O)[C@@H]2Cc3c([nH]c4ccccc34)C(c3ccc(F)cc3)N2C1=O (some centres not stated)
  18, -3, -3, 50*, -2, -24, 12, 1.4, 3.1
> CSCCC(NC(=O)c1ccccc1)C(=O)Nc1ccncc1 (configuration not stated)
  4, -11, -5, -8, 1, -3, 1, 0.8, -0.3
> COc1ccc(C(CC(=O)N2CCCCC2)c2c(O)cc(OC)cc2OC)cc1 (configuration not stated)
  24, -17, -8, -6, -1, -15, 4, 0.0, 1.5
> Cc1ccc2nc(SCC(=O)Nc3cc(C(C)(C)C)nn3-c3ccccc3)[nH]c2c1
  19, -6, -12, -10, -7, -20, 1, -0.2, 0.5
> CCN1CCCC1CNC1=NCCCCC1 (configuration not stated)
  7, 3, -10, -4, -6, -11, 3, 1.5, 1.7
> CCN1CCN(Cc2c(C(=O)N/N=C(\C)c3ccc(Cl)cc3)nnn2-c2nonc2N)CC1
  4, -19, -4, -5, -12, -3, 2, 0.1, 1.3
> CCO[C@@H]1OC(C(=O)N2CCN(Cc3ccccc3)CC2)=C[C@H](c2csc3ccccc23)[C@H]1CCCO
  14, -16, -21, 52*, -4, -2, 9, 5.6, 4.4
> CN(C)c1nc(N)nc(CSc2nc3cc(Cl)ccc3o2)n1
  5, -13, -5, 0, -5, -9, 5, 0.8, 1.3
> CC(C)c1ccc(N2C(=O)CC(Sc3ncccn3)C2=O)cc1 (configuration not stated)
  -7, 2, ., -13, -2, ., 4, ., -0.3
> O=C(CSc1ccc(-c2ccco2)nn1)N1CCCCC1
  -10, 4, -4, -22, -3, 16, 2, 0.7, 0.0
> CC1(C)CC(C#N)(N2CCOCC2)CCO1 (configuration not stated)
  17, -8, -4, 9, -4, 3, 6, -0.1, 0.8
> CCCCN(C(=O)Cc1ccc(S(=O)(=O)N2CCOCC2)s1)c1ccccc1
  -26, 18, -5, 1, -2, 1, 0, 1.6, 0.2
> CC(C)Oc1ccc(CN2CCC2(C)C(=O)NCc2ccc(C(F)(F)F)cc2)cc1 (configuration not stated)
  13, -14, ., -24, -8, ., 2, ., -0.1
> OCCOCCn1c(C(CO)Nc2nc(-c3ccccc3Br)cs2)nc2ccccc21 (configuration not stated)
  21, -16, -9, 11, -2, -17, 13, 1.3, 2.8
> O=C(COC(=O)/C=C/c1cccs1)Nc1cccc(S(=O)(=O)N2CCCC2)c1
  18, -5, -4, 0, -12, -17, 5, 4.1, 3.6
> COc1cc(C2C(C(=O)c3cccs3)=C(O)C(=O)N2CCN2CCOCC2)ccc1OCCC(C)C (configuration not stated)
  5, -8, -4, -18, -2, -9, 2, -0.3, 0.7
> Cc1ccc(C(=O)CNc2ccccc2C)cc1
  7, 1, -10, 6, -8, -6, 0, 0.1, 0.2
> Cc1ccc(S(=O)(=O)Nc2cccc(-c3ccc(N4CCCCCC4)nn3)c2)cc1C
  -1, -11, -4, -30, -4, -21, 0, 0.8, 0.6
> Cc1ccccc1Oc1ncnc(N)c1[N+](=O)[O-]
  10, 2, -16, 3, -2, -6, 3, 0.4, 0.1
> Cc1nc2ccccc2cc1C(=O)NCc1ccccc1
  -22, 16, -4, 16, 4, -3, 5, 6.7, 7.5
> O=C(Nc1ccccc1)c1ccc(CSc2ccccn2)cc1
  9, 2, -2, ., -2, -8, ., -0.1, 0.0
> CC(C)c1ccc(N2C(=O)CSC23C(=O)N2CCCc4cccc3c42)cc1 (configuration not stated)
  21, -5, -2, 0, -8, -17, 15, -0.2, 0.6
> COC(=O)c1sccc1NC(=O)Nc1ccc(C)cc1
  9, 0, ., 1, -5, ., 0, ., -0.3
> CC(=O)c1ccc(N(CC(=O)NC2CCS(=O)(=O)C2)S(=O)(=O)c2ccc(Cl)cc2)cc1 (configuration not stated)
  1, -13, -2, -1, -4, -13, 2, 0.2, 0.2
> CNC(=O)CSc1nnc(C(C)C)n1C
  7, -4, 0, 16, -2, -2, 8, 0.8, 0.3
> O=C(NCCCN1CCCC1=O)c1ccccc1NS(=O)(=O)c1ccc(Br)cc1
  3, -5, -6, -14, -1, -10, 2, 0.0, 12
> NC(=O)/C(=C\c1ccc([N+](=O)[O-])o1)c1ccco1
  -1, -1, ., -12, -2, ., 0, ., 0.2
> CCc1ccc(N=c2c([N+](=O)[O-])nn(-c3ccccc3)n2O)cc1
  12, -27, -4, ., -4, -13, ., -1.3, 1.1
> Cc1ccc(-c2c(C(=O)NNC(=S)NCC3CCCO3)csc2C)cc1 (configuration not stated)
  7, -16, 5, 6, -4, -28, 12, -1.5, 0.6
> O=C(COC(=O)Cn1[nH]c(=O)c2ccccc2c1=O)Nc1ncc(Cl)cc1Cl
  13, 3, ., -4, -2, ., 4, ., 0.8
> Cc1cc(C)nc(SCC(=O)NCc2ccco2)n1
  17, -13, -3, -2, -1, -17, 0, 0.9, 0.6
> O=C(CSc1cn(CCNC(=O)c2ccccc2)c2ccccc12)NCc1ccco1
  -1, 2, -5, 7, 3, -14, 2, 0.9, 2.2
> CC1CCCC(NC(=O)COc2ncnc3ccccc23)C1C (configuration not stated)
  -4, -3, 4, -15, 1, -18, 4, 0.2, 0.1

# Looked up above.
# Entry of CCc1ccc(N=c2c([N+](=O)[O-])nn(-c3ccccc3)n2O)cc1 in OXTR potentiator: -4
# Entry of Cc1ccccc1Oc1ncnc(N)c1[N+](=O)[O-] in M1 ag parental: 0.1
# Entry of COc1cc(C2C(C(=O)c3cccs3)=C(O)C(=O)N2CCN2CCOCC2)ccc1OCCC(C)C (configuration not stated) in OXTR potentiator: -4
